# Assay outcomes deposited in PubChem BioAssay by several laboratories.
# HePTP inhibitor: inhibitors of human HePTP phosphatase | P35236 | recombinant HePTP phosphatase activity, OD absorbance | inhibition, % at 20 µM | 0.64% of 110,000 active | AID 521; in the data active means inhibition above about 50%;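 further: plate controls were vehicle for no effect and reference inhibitor for full effect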
# BAP1 inh: inhibitors of human BAP1 deubiquitinase; Q92560; recombinant BAP1, Ub-AMC hydrolysis fluorescence kinetic; hits give low values; activity remaining (% of control), % at 20 µM; 0.48% of 72,000 active; AID 436;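 active means activity remaining at or below 50% of control, provided the compound also passes the data quality filters; inactive means the rest, including low values that fail the filters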;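 further: 100% = DMSO wells rate and 0% = substrate alone blank rate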
# Target sequence (Q92560 whole entry, looked up): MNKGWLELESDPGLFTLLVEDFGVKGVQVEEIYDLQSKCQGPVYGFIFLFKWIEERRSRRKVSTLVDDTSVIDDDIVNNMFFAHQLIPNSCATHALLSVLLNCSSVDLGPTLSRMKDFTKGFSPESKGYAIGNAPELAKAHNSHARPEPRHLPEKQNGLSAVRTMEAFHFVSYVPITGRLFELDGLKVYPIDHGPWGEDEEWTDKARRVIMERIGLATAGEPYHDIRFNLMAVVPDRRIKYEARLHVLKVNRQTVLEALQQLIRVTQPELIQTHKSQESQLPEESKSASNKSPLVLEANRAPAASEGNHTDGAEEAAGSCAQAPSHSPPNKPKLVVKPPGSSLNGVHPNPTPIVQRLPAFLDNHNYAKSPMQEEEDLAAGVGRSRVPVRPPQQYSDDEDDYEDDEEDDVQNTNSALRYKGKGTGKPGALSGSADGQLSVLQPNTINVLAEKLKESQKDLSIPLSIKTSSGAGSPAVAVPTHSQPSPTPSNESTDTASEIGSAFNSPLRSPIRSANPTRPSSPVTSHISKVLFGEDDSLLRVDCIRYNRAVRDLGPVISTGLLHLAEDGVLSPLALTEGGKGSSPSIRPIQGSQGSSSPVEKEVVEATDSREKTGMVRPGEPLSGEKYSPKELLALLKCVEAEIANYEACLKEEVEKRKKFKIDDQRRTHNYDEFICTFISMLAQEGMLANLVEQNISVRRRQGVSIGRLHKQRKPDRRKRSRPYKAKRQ
# Starred values were filed as active, the others as inactive; . = not tested or not shown.
1. CN(C)CCSc1nc2ccccc2n1Cc1ccccc1
2. CNC(=O)c1cc2cc(OC)ccc2oc1=N
3. O=C(c1ccco1)N1CCC(c2nc(-c3ccc(F)cc3)no2)CC1
4. COC(=O)c1cn(NC(=O)C2COc3ccccc3O2)c(=O)c2ccccc12 (configuration not stated)
5. COC(=O)CSc1nnc(-c2ccoc2C)n1-c1ccc(C)cc1
6. COC(=O)c1cc(NC(=O)c2ccc(-c3ccc(Cl)cc3)o2)cc(C(=O)OC)c1
7. NNc1nc(-c2ccccc2)c2cc(Br)ccc2n1
8. CC(=O)Nc1ccc(S(=O)(=O)Nc2cccc(N(C)S(C)(=O)=O)c2)cc1
assay / compound	1	2	3	4	5	6	7	8
HePTP inhibitor	.	-4	6	4	5	3	5	4
BAP1 inh	210	94	89	.	98	.	.	91

# Reformatted bar-delimited: entries from further up
entry | SMILES | HePTP inhibitor | BAP1 inh
1 | CN(C)CCSc1nc2ccccc2n1Cc1ccccc1 | . | 210
2 | CNC(=O)c1cc2cc(OC)ccc2oc1=N | -4 | 94
3 | O=C(c1ccco1)N1CCC(c2nc(-c3ccc(F)cc3)no2)CC1 | 6 | 89
4 | COC(=O)c1cn(NC(=O)C2COc3ccccc3O2)c(=O)c2ccccc12 (configuration not stated) | 4 | .

# Later entries:
9. COc1cccc(OC)c1C(=O)Nc1cc(Cl)cc(Cl)c1
10. CC1=C(C(=O)OCc2ccccc2)C(c2c(F)cccc2Cl)CC(=O)N1 (configuration not stated)
11. O=C(O)c1ccc(COc2ccc(CO)cc2Cl)cc1
12. COC(=O)C(NC(C)=O)(Nc1nc2c(s1)CCCC2)C(F)(F)F (configuration not stated)
13. Cc1c(NC(=O)CC(O)(C(F)(F)F)C(F)(F)F)c(=O)n(-c2ccccc2)n1C
14. O=C(c1ccc(F)c(F)c1)N1CCN(c2cc(N3CCCC3)c(F)cc2[N+](=O)[O-])CC1
15. NC(=O)C(F)(Cl)c1c(F)c(F)c(F)c(-c2ccccc2)c1-c1ccccc1 (configuration not stated)
16. O=C(NCc1cccs1)c1nn2c(c1Br)NC(c1cccs1)CC2C(F)(F)F (configuration not stated)
assay / compound	9	10	11	12	13	14	15	16
HePTP inhibitor	-3	4	2	6	0	8	-2	.
BAP1 inh	.	.	81	80	68	.	.	61

17. O=S(=O)(Nc1ccc2c(c1)OCO2)c1ccc2ccccc2c1
18. O=C1NCCCc2nc(Oc3ccccc3)sc21
19. CCc1ccc(OCCNc2cc(Cl)ccc2[N+](=O)[O-])cc1
20. Cc1ccc(S(=O)(=O)NCCn2c(C)cc3ccccc32)cc1
21. CCC(=O)Nc1ccc(-c2nn3c(C)nnc3s2)cc1
22. CCC(C)c1ccccc1OCC(=O)Nc1cc(C(=O)O)cc(C(=O)O)c1 (configuration not stated)
23. O=C(COc1ccccc1[N+](=O)[O-])Nc1cccc(Cl)c1Cl
24. O=C(c1cc(=O)c2ccccc2o1)N1CCc2ccccc2C1
assay / compound	17	18	19	20	21	22	23	24
HePTP inhibitor	-6	1	.	4	11	11	0	.
BAP1 inh	.	88	77	65	98	.	.	148

# 4 consecutive records out of the list so far:
21. CCC(=O)Nc1ccc(-c2nn3c(C)nnc3s2)cc1
22. CCC(C)c1ccccc1OCC(=O)Nc1cc(C(=O)O)cc(C(=O)O)c1 (configuration not stated)
23. O=C(COc1ccccc1[N+](=O)[O-])Nc1cccc(Cl)c1Cl
24. O=C(c1cc(=O)c2ccccc2o1)N1CCc2ccccc2C1
assay / compound	21	22	23	24
HePTP inhibitor	11	11	0	.
BAP1 inh	98	.	.	148

# Following part.
25. O=C(NCCc1ccccc1)c1noc2c1CCc1ccccc1-2
26. N#CC(C#N)=Cc1ccc(-c2ccc3c(c2)COC3=O)o1
27. CCOC(=O)N/N=C/c1ccccc1F
28. CCOc1ccc(C(=O)Nn2cnnc2)cc1
29. N#CC1=C(N)OC2=C(C(=O)CCC2)C1c1ccc(OC(=O)N2CCOCC2)cc1 (configuration not stated)
30. COc1ccc(C2N=C(N)N=C(N)N2c2ccccc2)cc1OC (configuration not stated)
31. O=C(OCn1nnc2ccccc2c1=O)C1COc2ccccc2O1 (configuration not stated)
32. COc1ccc(N2C(=O)[C@@H]3Cc4ccccc4CN3C2=O)cc1
assay / compound	25	26	27	28	29	30	31	32
HePTP inhibitor	6	11	13	0	5	-1	7	4
BAP1 inh	116	.	.	91	133	112	137	81

33. COc1ccccc1-c1cc(C(F)(F)F)nc(N2CCN(c3ccc(F)cc3)CC2)n1
34. COc1ccc(NS(=O)(=O)c2ccc(N)c(C(=O)O)c2)cc1
35. CN(CC(=O)N1CC=C(c2ccccc2)CC1)S(=O)(=O)c1cnc[nH]1
36. Cc1cc(C)c2nc3c(c(C(=O)O)c2c1)CCC3
37. COc1ccc(OC)c(NS(=O)(=O)Cc2ccccc2)c1
38. COc1ccc(N(C(C)C(=O)NN=C2CCN(C)CC2)S(C)(=O)=O)cc1 (configuration not stated)
39. Cc1cc(SCC(=O)NC(=O)NCc2ccco2)nc2c(C)cccc12
40. N#Cc1nc(-c2ccco2)oc1N1CCC(C(N)=O)CC1
assay / compound	33	34	35	36	37	38	39	40
HePTP inhibitor	5	2	0	-5	8	-16	-3	2
BAP1 inh	.	119	100	94	86	.	.	.
